Screening results: PubChem, several laboratories
SR-BI HDL uptake – inhibitors of mouse SR-BI mediated HDL lipid uptake; inhibition, % at 12.5 µM; Q61009; ldlA[mSR-BI] CHO cells, DiI-HDL uptake fluorescence, 3 h; AID 488896; hit rate 0.96% among 320,000;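 active = mean replicate inhibition of at least 70% and a set share of replicates each scoring 70 or more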;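 note: 0% = median of neutral control wells and 100% = median of positive control wells; values of inactives mirror those of a sister screen read the other way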
SR-BI DiI-HDL act – SR-BI HDL lipid transfer activation; CHO ldlA[mSR-BI] cells, DiI-HDL uptake fluorescence, 3 h; 100 = double the neutral-control signal; activation, % at 12.5 µM; hit rate 0.096% among 320,000;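 active = mean replicate activation of at least 60% and every replicate at or above 60%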;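 note: 0% = median plate neutral-control signal and 100% = twice that signal; values of inactives mirror those of a sister screen read the other way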
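system = CHO ldlA[mSR-BI] cells, LDL receptor-null, SR-BI overexpressing | medium = Ham's F12 with 0.5% BSA, HEPES 25 mM, pH 7.4 | probe or stimulus = DiI-HDL 10 µg/mL | compound dosing = single-point compound dose | incubation = compound exposure 3 h, 37 °C | technique = DiI fluorescence, bottom read | read-out = cell-associated DiI fluorescence as measure of HDL uptake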
LANA DNA inh – KSHV C-LANA DNA binding inhibition | MBP-C-LANA/FAM-LBS DNA binding, fluorescence polarization | inhibition, % at 9 µM | hit rate 0.078% among 340,000 | AID 504423;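 active = highest replicate inhibition at or above 60% at 9 µM, even if other replicates fall short; inactive = all replicates below 60% inhibition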;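 note: 0% = neutral control wells and 100% = 4 µM acridine orange control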
Arr AP2 block – human beta-arrestin and AP2 interaction inhibition | FITC-arrestin peptide / GST-AP2 beads, flow cytometry; AP2 beta2 appendage carries R879A mutation | hit rate 0.31% among 340,000 | inhibition, % at 10 µM;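 active = inhibition above a set limit, near 3 SD of compounds lacking own fluorescence, cut at about 54% in these data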;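 note: plate controls were DMSO wells for no effect and 5 µM unlabelled arrestin peptide for full effect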
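System: GST-AP2 R879A glutathione beads | Also added: FITC-arrestin peptide, 50 nM | Times: 12 min plus 1 h, RT | Signal: Bead flow cytometry, FITC channel | Buffer or medium: PBS with 0.05% Tween 20 and 0.1% BSA | Read-out basis: Percent drop in bead-associated FITC signal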
RTF Ca sens inh – cardiac RTF calcium desensitization; P19429+P45379; IANBD-labeled cardiac RTF, Ca2+ fluorescence; inhibition, % at 7.15 µM; hit rate 0.12% among 340,000; AID 493244;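 active = inhibition above the mean inhibition of all tested compounds plus 3 SD, cut at about 17% in these data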;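 note: assay run at fixed EC70 calcium of 1.6 mM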
NSD2 inh – inhibitors of human histone methyltransferase NSD2 | O96028 | NSD2 peptide methylation, AlphaScreen, 120 min | inhibition, % at 12.5 µM | hit rate 0.54% among 310,000 | AID 743445; in the data active = inhibition above about 50%
Target sequence (O96028 whole entry, looked up): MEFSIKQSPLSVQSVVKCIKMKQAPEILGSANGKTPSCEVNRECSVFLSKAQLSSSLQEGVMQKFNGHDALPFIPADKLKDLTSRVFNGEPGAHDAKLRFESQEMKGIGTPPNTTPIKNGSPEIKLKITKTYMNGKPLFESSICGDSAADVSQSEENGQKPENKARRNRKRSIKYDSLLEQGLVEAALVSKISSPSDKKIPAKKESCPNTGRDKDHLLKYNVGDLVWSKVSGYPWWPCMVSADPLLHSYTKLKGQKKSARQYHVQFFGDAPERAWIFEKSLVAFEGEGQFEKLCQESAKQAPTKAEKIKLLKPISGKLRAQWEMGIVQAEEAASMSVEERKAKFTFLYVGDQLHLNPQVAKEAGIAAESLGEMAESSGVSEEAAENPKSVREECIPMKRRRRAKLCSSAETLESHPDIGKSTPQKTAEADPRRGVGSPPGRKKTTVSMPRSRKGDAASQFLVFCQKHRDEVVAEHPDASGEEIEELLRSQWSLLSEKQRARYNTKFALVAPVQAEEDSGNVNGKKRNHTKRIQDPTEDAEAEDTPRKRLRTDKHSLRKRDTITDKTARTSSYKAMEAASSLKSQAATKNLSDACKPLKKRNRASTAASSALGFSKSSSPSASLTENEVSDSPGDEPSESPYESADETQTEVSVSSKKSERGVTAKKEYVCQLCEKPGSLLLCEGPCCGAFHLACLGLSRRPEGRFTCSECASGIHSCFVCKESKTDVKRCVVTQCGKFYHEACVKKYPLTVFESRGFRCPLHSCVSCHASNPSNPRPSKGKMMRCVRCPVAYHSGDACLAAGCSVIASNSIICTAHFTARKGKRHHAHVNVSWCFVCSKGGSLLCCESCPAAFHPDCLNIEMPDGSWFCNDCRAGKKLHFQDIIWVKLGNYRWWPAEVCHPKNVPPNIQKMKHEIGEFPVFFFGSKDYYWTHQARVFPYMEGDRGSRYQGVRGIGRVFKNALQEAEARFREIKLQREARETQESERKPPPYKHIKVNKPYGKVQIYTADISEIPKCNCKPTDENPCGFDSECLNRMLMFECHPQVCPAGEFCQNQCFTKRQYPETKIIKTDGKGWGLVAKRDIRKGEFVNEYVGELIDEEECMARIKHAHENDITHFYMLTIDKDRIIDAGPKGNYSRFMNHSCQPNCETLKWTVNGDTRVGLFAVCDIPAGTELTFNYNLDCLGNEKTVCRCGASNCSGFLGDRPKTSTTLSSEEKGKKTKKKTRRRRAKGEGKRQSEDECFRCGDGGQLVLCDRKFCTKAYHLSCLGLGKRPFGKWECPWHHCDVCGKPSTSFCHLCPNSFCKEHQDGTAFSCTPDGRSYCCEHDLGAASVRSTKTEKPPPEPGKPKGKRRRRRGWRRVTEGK
PKA-R2B act – activators of human PKA-R2B complex; P22694+P31323; PKA-R2B holoenzyme dissociation, Cy5-IP20 fluorescence polarization; R2B truncated from residue 108, S112A mutant; 0% DMSO only, 100% 113 µM cGMP; activation, % at 11.4 µM; hit rate 0.079% among 340,000;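 active = activation above a cutoff set at the mean over all compounds plus 3 SD, cut at about 18% in these data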;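 note: higher means more holoenzyme dissociation and a rise in polarization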
Keap1 Nrf2 FP – disrupts human Keap1 binding to Nrf2 peptide | Q14145 | inhibition, % at 9.4 µM | AID 504523 | hit rate 0.15% among 340,000 | Keap1 Kelch-Nrf2 peptide fluorescence polarization, 1536-well; in the data active = inhibition above about 12%;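 note: human Keap1 Kelch domain with fluorescein labeled Nrf2 9mer peptide probe; 0% = neutral control wells and 100% = peptide positive control; higher means more block of Keap1 binding to Nrf2 peptide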
PvdQ inh – P. aeruginosa PvdQ acylase inhibition; purified PvdQ acylase, fluorescence plate reader; inhibition, % at 10 µM; hit rate 0.063% among 340,000; AID 488965; in the data active = inhibition above about 30%, passing the limit was not always enough;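 note: 0% = vehicle neutral wells and 100% = reference inhibitor wells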
DAGLB inh – diacylglycerol lipase beta (human) inhibition; hit rate 0.059% among 340,000; Q8NCG7; inhibition, % at 5.17 µM; HEK293T DAGLB membrane lysate, EnzChek fluorogenic substrate; in the data active = inhibition above about 34%;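 note: 0% = enzyme with vehicle and 100% = wells lacking enzyme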
Numbers without * were called inactive; / = no result given.

Structure,SR-BI HDL uptake,SR-BI DiI-HDL act,LANA DNA inh,Arr AP2 block,RTF Ca sens inh,NSD2 inh,PKA-R2B act,Keap1 Nrf2 FP,PvdQ inh,DAGLB inh
CCc1sc(C(=O)NCCCN2CCCC2=O)cc1Br,1,-1,-1.3,5,-6,-1,6,-7,-25,2
COc1ccc(C)cc1NCC(=O)Nc1ccc(C(C)(C)C)cc1,25,-25,-0.9,39,9,2,-21,0,22,-7
COc1ccc(NC(=O)c2ccc(S(=O)(=O)N3CCCCCC3)cc2)c(OC)c1,47,-47,-2.2,5,3,0,-3,1,2,-3
CC(=O)c1ccccc1C(=O)N1CCCC(CCC(=O)N2CCN(c3ccccn3)CC2)C1 (configuration not stated),12,-12,0.8,4,-2,1,-7,-1,-6,1
COc1ccc(C(=O)NC(Nc2ccc(C)cc2)C(Cl)(Cl)Cl)cc1 (configuration not stated),26,-26,-1.4,-8,-7,-4,-10,-1,-5,0
COCC(=O)N(Cc1ccco1)c1nnc(C2CCOC2)s1 (configuration not stated),-1,1,0.6,24,-3,9,4,-2,4,0
Cc1nc2ccccc2c(=O)n1/N=C/c1ccc(N(C)C)cc1,-21,21,1.1,7,-12,/,10,1,-11,3
O=C(O)C(Cc1c[nH]c2ccccc12)NS(=O)(=O)c1ccc(Br)cc1 (configuration not stated),2,-2,-0.5,20,2,40,-1,5,-1,2
CCN(CC)S(=O)(=O)c1csc(C(=O)NC2CCCCC2)c1,17,-17,1.2,25,-2,17,1,1,-6,1
Cc1cc(C)cc(N(CC(=O)NC2CCCCCC2)S(=O)(=O)c2c(C)[nH]c(=O)[nH]c2=O)c1,/,/,0.6,2,-7,-2,-7,8,8,-2
Cn1c(=O)[nH]c(=O)c2c1nc(Br)n2Cc1cccc(Br)c1,-1,1,-0.4,9,5,0,1,1,-9,3
CCOc1ccc(CCNC(=O)c2nnc(CS(=O)(=O)c3ccccc3)o2)cc1OCC,24,-24,-1.3,5,-7,-5,-2,-6,0,0
CCc1ccccc1NC(=O)c1ccc(CN2CCC(Cc3ccccc3)CC2)cc1,18,-18,0.4,5,-2,-1,-7,-1,-14,-5
O=C1CCN(C(=O)c2cccs2)c2ccccc21,-13,13,0.7,34,-4,-2,-15,-2,3,-1
O=C(O)c1cccnc1SCc1cccc(Br)c1,/,/,0.1,-7,-14,-1,-2,2,-20,0

More records
Structure,SR-BI HDL uptake,SR-BI DiI-HDL act,LANA DNA inh,Arr AP2 block,RTF Ca sens inh,NSD2 inh,PKA-R2B act,Keap1 Nrf2 FP,PvdQ inh,DAGLB inh
Cc1ccccc1OCC(=O)N1CCN(C(=O)COc2ccccc2C)CC1,16,-16,0.9,-3,0,6,2,-2,-14,-1
CN(C)c1ccc(/C(=N\O)c2ccccc2)cc1,3,-3,-0.5,-3,0,19,-7,0,-5,0
O=C1CC(c2ccccc2)CC(=O)C1CS(=O)(=O)c1ccccc1 (configuration not stated),0,0,0.0,23,1,2,-12,4,1,-2
CC(=O)c1cccc(NC(=O)COC(=O)Cn2cnc3ccccc32)c1,-47,47,0.6,17,-7,/,2,1,-2,-2
Cc1cccc(C(=O)NCc2nnc(SCC(=O)N3CCN(c4ccccc4)CC3)n2C)c1,19,-19,-0.8,2,-5,4,-2,-4,-7,-1
CC[C@H]1CCCCc2ccccc2[C@@H](C(=O)C[C@@H](O)CC(C)=O)OC1=O,-3,3,1.9,1,-3,/,2,-3,-20,-1
Cc1ccc(-c2csc(N3CCN(c4cc5c(cc4Cl)nc(-c4ccncc4)n5CCN4CCCCC4)CC3)n2)cc1,49,-49,-0.6,-2,-16,/,3,-2,-15,5
CCOc1ccc(-c2c(C(=O)N/N=C/c3sccc3C)nnn2-c2nonc2N)cc1,87*,-87,-0.6,1,-5,8,-2,1,-2,4
Nc1ccc2oc(-c3cccc(Br)c3)nc2c1,-3,3,0.6,3,-21,/,-3,-4,-3,1
c1ccc(-n2ncc3c2ncn2nnnc32)cc1,-17,17,0.3,7,-2,-2,-2,0,1,2
O=C(Nc1ccccc1C(=O)N/N=C/c1ccccc1)c1ccco1,/,/,-0.7,7,-17,-4,9,1,5,-3
Cc1ccc(S(=O)(=O)Nc2ccc(C(=O)NCCCn3ccnc3)cc2)cc1[N+](=O)[O-],-13,13,1.8,-3,-8,1,-18,-1,-20,-3
NS(=O)(=O)c1ccc(CNS(=O)(=O)c2cc(C(=O)O)ccc2Cl)cc1,-17,17,2.0,13,8,-1,3,1,2,-2
CS(=O)(=O)Nc1cccc(C2=NN(C(=O)CCC(=O)O)C(c3cccs3)C2)c1 (configuration not stated),-14,14,-0.9,27,0,-3,-3,1,1,-1
COc1cccc(N(CC(=O)Nc2ccccc2C)S(C)(=O)=O)c1,4,-4,3.1,-2,-11,-2,0,2,-9,2

New compounds follow:
Structure,SR-BI HDL uptake,SR-BI DiI-HDL act,LANA DNA inh,Arr AP2 block,RTF Ca sens inh,NSD2 inh,PKA-R2B act,Keap1 Nrf2 FP,PvdQ inh,DAGLB inh
O=S(=O)(NC1=NCCCCC1)c1ccc2ccccc2c1,-5,5,-0.7,-2,-20,-2,5,0,-14,0
CCOC(=O)c1c(-c2ccccc2)csc1NC(=O)C1CCCO1 (configuration not stated),2,-2,-1.3,-2,1,9,-9,-7,-19,-15
O=C(COC(=O)Cc1ccccc1[N+](=O)[O-])NCc1ccc(F)cc1,-1,1,0.7,18,-11,-3,7,1,12,-3
COc1ccc(-c2cc(C)no2)cc1S(=O)(=O)NCC1CCN(Cc2cc(C)ccc2C)CC1,34,-34,-3.0,-4,-4,4,-1,-2,-21,0
CS(=O)(=O)N(CCc1ccccc1)CC(=O)N1CCN(c2ccccc2)CC1,29,-29,0.4,1,3,-5,-2,-3,-3,2
Cc1ccc2[nH]c(=O)c(C(c3nnnn3C(C)(C)C)N3CCN(C(=O)c4ccco4)CC3)cc2c1 (configuration not stated),-15,15,-1.1,-1,-13,0,-2,-1,-3,2
CCOC(=O)C1=C(C)NC(=O)/C1=C\N(C)C,-14,14,0.8,9,-28,-1,-5,-2,-10,-3
COC(=O)c1sccc1N/N=C/c1cccc(Oc2ccccc2)c1,40,-40,-0.2,-3,-6,0,-10,2,-7,-10
O=C(Cn1cnc2ccccc2c1=O)NC1CCCc2ccccc21 (configuration not stated),-18,18,2.6,10,-11,-2,-7,0,-15,-3
Cc1cccc(N2C(=O)C(Cl)=C(N3CCOCC3)C2=O)c1,12,-12,0.8,17,-2,2,12,-4,-13,0
Cc1ccc(NC(=O)NC(=O)c2cnccc2C(F)(F)F)c(C)c1,2,-2,-1.8,32,-2,-1,-8,-2,6,-4
Cc1ccc(C)c(C(=O)CSc2nnnn2C(C)C)c1,18,-18,-0.9,-5,2,2,-10,3,-2,-5
CC(=O)Nc1cccc(C(=O)OCC(=O)Nc2c(C)nn(-c3ccccc3)c2C)c1,9,-9,-3.2,17,-8,/,8,-1,-8,1
Cc1ccc(OCc2nc(-c3cccs3)no2)c([N+](=O)[O-])c1,13,-13,-0.8,-15,1,1,-2,0,-7,-6
COc1ccc(S(=O)(=O)N2CCCC(C(=O)NC3CC3)C2)cc1Cl (configuration not stated),-17,17,0.1,-2,4,1,-2,-5,3,-2

(next part)
Structure,SR-BI HDL uptake,SR-BI DiI-HDL act,LANA DNA inh,Arr AP2 block,RTF Ca sens inh,NSD2 inh,PKA-R2B act,Keap1 Nrf2 FP,PvdQ inh,DAGLB inh
Cc1ccccc1C(=O)N1CCC(C(=O)Nc2ccc(C)c(S(=O)(=O)N3CCCCC3)c2)CC1,18,-18,0.4,3,-8,/,-4,-5,-12,0
COc1ccc(CCC(=O)NCCS(=O)(=O)N2CCN(c3ccccc3)CC2)cc1,15,-15,-3.8,21,-2,/,-8,2,10,-7
CC(C)CCNC(=O)Cn1cc2c(n1)CCCCC2,-12,12,0.5,4,0,/,-7,-5,-9,0
C=CCOc1c(Br)cc(CNn2c(C)n[nH]c2=S)cc1OCC,24,-24,1.0,-3,-10,3,-9,3,-5,-2
Cc1ccnc(NC(=O)CCCc2c[nH]c3ccccc23)c1,-26,26,-1.8,6,-6,-1,4,-4,-8,1
